Polio RdRp inh = inhibitors of poliovirus RNA polymerase binding and polymerization; P03300; poliovirus polymerase elongation, fluorescence polarization; stronger effect = lower value; % elongation, % (compound at 16.7 µg/mL); 0.66% of 150,000 active; AID 588519; in the data active = % elongation below about 90%; also: some results filed as inactive read as strong as hits
Target sequence (P03300 1749-2209 limits assumed): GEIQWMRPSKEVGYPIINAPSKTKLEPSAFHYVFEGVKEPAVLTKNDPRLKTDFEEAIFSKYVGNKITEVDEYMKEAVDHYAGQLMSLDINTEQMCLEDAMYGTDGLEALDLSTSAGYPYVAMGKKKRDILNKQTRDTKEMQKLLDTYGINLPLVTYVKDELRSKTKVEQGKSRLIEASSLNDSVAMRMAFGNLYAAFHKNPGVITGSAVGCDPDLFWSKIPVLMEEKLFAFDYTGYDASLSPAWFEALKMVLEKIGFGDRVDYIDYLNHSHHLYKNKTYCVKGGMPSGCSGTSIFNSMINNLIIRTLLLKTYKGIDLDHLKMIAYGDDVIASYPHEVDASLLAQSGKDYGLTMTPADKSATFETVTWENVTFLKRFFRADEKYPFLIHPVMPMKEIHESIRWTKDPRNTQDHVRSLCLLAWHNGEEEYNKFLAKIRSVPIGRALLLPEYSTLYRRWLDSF
Polio RdRp inh FP z-score = also measured in Polio RdRp inh; calls as there; z-score; measured here: FP z-score; hits read low
* = called active by the depositor. These rows are one share of the data; count on the stated rates, not on these rows.

structure	Polio RdRp inh FP z-score	Polio RdRp inh
CCOC(=O)c1nccn1CC(=O)Nc1cccc(Cl)c1C	-0.5	101.0
NC(C(=O)O)C(O)(c1ccccc1)C(F)(F)C(F)(F)F (configuration not stated)	0.1	102.0
CCCN(CCC)C(=O)CSc1nc2ncccc2o1	-0.1	101.0
Cc1cnnc(/N=C(\N)Nc2ccc(S(=O)(=O)Nc3nc(C)ccc3C)cc2)n1	-0.1	100.0
COc1ccccc1CNC(=O)CSc1cc(C)[nH]c(=O)n1	-0.1	106.0
O=C(NCc1ccco1)c1cc(-c2cccs2)nc2ccccc12	0.2	102.0
O=C(c1ccc2c(c1)N(Cc1ccc(Cl)cc1)C(=O)c1ccccc1S2(=O)=O)N1CCCCC1	0.6	110.0
CCOC(=O)c1sc(N)c(C(=O)OCC)c1CSc1nc2ccccc2s1	-0.3	101.0
CCc1ccc(CNC(=O)CSc2cc(=O)n(C)c3ccc(Cl)cc23)cc1	-0.1	105.0
CCC(=O)N(C/C=C/c1ccccc1)c1ccc2c(c1)OCCO2	0.6	104.0
CCn1c2ccccc2c2cc(CN3CCN(Cc4cccc(Cl)c4)CC3)ccc21	0.1	103.0
Cc1ccc(C2Nc3ccc(C(=O)c4ccccc4)cc3NC3=C2C(=O)CCC3)o1 (configuration not stated)	-0.2	100.0
O=C(OCC(=O)N1CCNC1=O)c1cc(-c2ccc(Cl)cc2)nc2ccccc12	0.6	108.0
CC(=O)Nc1ccc(NC(=O)/C=C/c2ccccc2)cc1	0.5	103.0
N#C/C(C(=O)N1CCCCC1)=C1/C(=O)Nc2ccccc21	-1.4	98.0
CCOC(=O)N1CCC(NC(=O)C(Cc2ccccc2)NC(=O)c2ccco2)CC1 (configuration not stated)	0.5	104.0
O=C1CC2(Oc3ccccc3O2)C(=O)NN1	-0.2	101.0
Cc1ccc(C)c(SCC(=O)OCC(=O)N2C(C)CCCC2C)c1 (configuration not stated)	0.8	104.0
Cc1cccc(C)c1NC(=O)CN(C)C(=O)c1ccccc1OC(F)F	0.4	106.0
COc1ccc(-c2noc(CN3CCC(C(=O)N(C)c4cc(C)ccc4C)CC3)n2)cc1OC	0.1	103.0

An excerpt from above in order of molecular weight, smallest number first:
structure	Polio RdRp inh FP z-score	Polio RdRp inh
Cc1ccc(C)c(SCC(=O)OCC(=O)N2C(C)CCCC2C)c1 (configuration not stated)	0.8	104.0
O=C(OCC(=O)N1CCNC1=O)c1cc(-c2ccc(Cl)cc2)nc2ccccc12	0.6	108.0
Cc1cnnc(/N=C(\N)Nc2ccc(S(=O)(=O)Nc3nc(C)ccc3C)cc2)n1	-0.1	100.0

Filtered by structure: the entries above containing four or more nitrogen atoms.
structure	Polio RdRp inh FP z-score	Polio RdRp inh
Cc1cnnc(/N=C(\N)Nc2ccc(S(=O)(=O)Nc3nc(C)ccc3C)cc2)n1	-0.1	100.0
COc1ccc(-c2noc(CN3CCC(C(=O)N(C)c4cc(C)ccc4C)CC3)n2)cc1OC	0.1	103.0

(list continues)
structure	Polio RdRp inh FP z-score	Polio RdRp inh
CCc1cccc(CC)c1NC(=S)Nc1ccc(C)cc1	0	104.0
Cc1cc2c(cc1S(=O)(=O)NCCc1ccccc1)n(C)c(=O)c(=O)n2C	-0.9	101.0
COC(=O)Cn1nc(C)c2ccccc2c1=O	0.1	102.0
Cn1cc(S(=O)(=O)N2CCCCC2)cc1C(=O)N1CCN(c2ccccc2F)CC1	-0.2	105.0
CN1CCN(C(=O)CN(c2cccc(Br)c2)S(=O)(=O)c2ccccc2)CC1	-0.3	99.0
Cc1ccc(C)c(CSc2cn(CC(=O)N3CCCC3)c3ccccc23)c1	-0.3	112.0
CCN1CCN(CCNC(=O)c2ccc(N3CCCc4ccccc43)s2)CC1	0	101.0
CSc1cccc(NS(=O)(=O)c2ccc3[nH]cc(C(=O)N4CCCC4)c(=O)c3c2)c1	1	112.0
CC(C)(O)C#CCN1CCCCC1	0.9	102.0
CCCCn1nnnc1COC(=O)c1c(-c2c(F)cccc2Cl)noc1C	-0.3	102.0
O=C(c1ccc(-n2ccc3ccccc32)s1)N1CCCCC1	-0.5	100.0
Cc1ccc2c(c1)NC(c1cccnc1)=NC(c1ccc(F)cc1)=N2	-1.2	103.0
CCCNC(=O)CCc1nnc2ccc(N(CC)CC)nn12	0.4	102.0
Cc1ccccc1CNC(=O)c1ccc(-n2c(C)cc3c2CCCC3)cc1	-0.2	108.0
O=C(OCc1nc2c(oc3ccccc32)c(=O)[nH]1)C(O)(c1ccccc1)c1ccccc1	-0.5	106.0
NS(=O)(=O)c1ccc(Cl)c(Cl)c1	0.2	105.0
CC(=O)SCCC(=O)N1CCn2c3c(c4cc(C)ccc42)CCCC31 (configuration not stated)	0	102.0
O=C(CC1CC(=O)Oc2ccccc21)Nc1nccs1 (configuration not stated)	-0.9	100.0
Cc1nn(C)c(C)c1NC(=O)CNC(=O)Cc1cccc2ccccc12	-0.6	99.0
CCc1ccc(NC(=O)Cn2c(=O)n(CCc3ccccc3)c(=O)c3c4c(sc32)CCCC4)cc1	0.3	102.0

The final 3 entries of the part above are carried over, then new ones follow:
structure	Polio RdRp inh FP z-score	Polio RdRp inh
O=C(CC1CC(=O)Oc2ccccc21)Nc1nccs1 (configuration not stated)	-0.9	100.0
Cc1nn(C)c(C)c1NC(=O)CNC(=O)Cc1cccc2ccccc12	-0.6	99.0
CCc1ccc(NC(=O)Cn2c(=O)n(CCc3ccccc3)c(=O)c3c4c(sc32)CCCC4)cc1	0.3	102.0
COc1ccc(C(=O)Nc2ccc3c(c2)N(C2CCCC2)C(=O)c2ccccc2S3)cc1OC	0	106.0
O=C(CSc1nc2c([nH]c3ccccc32)c(=O)n1-c1ccc(F)cc1)NCc1ccc(F)cc1	1.6	114.0
Cc1ccc(NN)cc1	0.3	103.0
COc1cc(/C=C/C(=O)N2CCC(C)CC2)ccc1OCc1c(C)noc1C	0.1	102.0
COc1ccc(-c2cn3c(n2)sc2cc(C(=O)N4CCCCC4)ccc23)cc1	0	106.0
Nc1nnc(SCC(=O)N2c3ccccc3Sc3ccc(C(F)(F)F)cc32)s1	0.2	102.0
CCOC(=O)N1CCN(C(=O)CS(=O)Cc2nc(-c3cccc(C)c3)oc2C)CC1 (configuration not stated)	0.6	102.0
Brc1ccc(Oc2ccc(Nc3nc4ccccc4o3)cc2)cc1	0.1	102.0
Cc1nn(CO)c(C)c1Sc1ccc(Br)cc1	-0.1	100.0
Cc1cnc(C(=O)OCC(=O)N2CC(C)CC(C)C2)cn1 (configuration not stated)	1.1	111.0
COc1ccccc1NC(=S)N(CCN(C)C)C(C)c1ccncc1 (configuration not stated)	-0.1	100.0
c1ccc(-c2nsc(N3CCOCC3)n2)cc1	0	105.0
Nc1cc(C(=O)OCC(=O)NC2CCCCCC2)ccc1Cl	-0.6	100.0
CCOCCCN=C1SCC(CC)N1C(=O)c1ccc(C#N)cc1 (configuration not stated)	-2.2*	89.0*
CC1CN(c2ncc(C(=O)OCC3CC3)c(C(F)(F)F)n2)CC(C)O1 (configuration not stated)	0.6	107.0
Cc1nn(CCC#N)c2c1C(c1ccc3c(c1)OCO3)C1=C(CC(C)(C)CC1=O)N2 (configuration not stated)	0.2	103.0
COCC(=O)N1CCN(c2ccccn2)CC1	0.3	101.0
O=C(COc1ccccc1F)c1ccc(O)cc1O	-0.1	101.0
CC(C)(C)c1ccc(C(=O)NCC(=O)NCc2ccccn2)cc1	-0.4	100.0
O=c1[nH]c(SC2Cc3ccccc3C2O)nc2c1cnn2-c1ccccc1 (configuration not stated)	-0.3	102.0
O=C(c1ccc2c(Cl)c3c(nc2c1)CCCC3)N1CCN(c2ccccc2)CC1	-0.2	101.0
CN(Cc1ccccc1)Cn1c(CO)nc2ccccc21	0.8	108.0
COC(=O)c1sccc1S(=O)(=O)N1c2ccccc2NC(=O)CC1C (configuration not stated)	-0.6	97.0
Cc1ccc2oc(C(=O)Nc3ccc(S(=O)(=O)Nc4ncccn4)cc3)cc(=O)c2c1	1.2	113.0
Cc1cccc(C(=O)NCCCn2ccnc2)c1C	0.9	111.0
O=C(Nc1ccc(Cl)c(C(F)(F)F)c1)c1cc2nc(-c3ccc4c(c3)OCO4)cc(C(F)(F)F)n2n1	1.3	109.0
COc1ccccc1NS(=O)(=O)c1cccc(C(=O)NN=C2CCCC2)c1	0.1	103.0
COc1ccc(S(=O)(=O)Nc2ccccn2)cc1OC	0	100.0
CCOc1cc(/C=C2\NC(=S)N(C3CCCCC3)C2=O)ccc1O	1.6	110.0
O=C(O)CCC(=O)N1CCCC1	0.5	105.0
Cc1nn(-c2ccc(N3CCCCC3)nn2)c(C)c1CCC(=O)Nc1cccc(F)c1	-0.9	102.0
Cc1noc(Cn2c(=O)c3cc4c(cc3n(CC(=O)Nc3cccc(Cl)c3)c2=O)OCO4)n1	-0.4	106.0
CCN1CCN(CCCNC(=O)c2ccc3nc(/C=C(\O)c4ccc(OC)cc4)c(=O)[nH]c3c2)CC1	4.5	117.0
CC(CNC(=O)c1ccc(CSc2nc3ccncc3n2Cc2ccccc2)cc1)c1ccccc1 (configuration not stated)	0.1	110.0
N#CCN(C(=O)CSc1nccn1-c1cccc(Cl)c1)c1ccccc1	0.5	106.0
Cc1ccc(N=C2NC(=O)/C(=C\c3cn(C)c4ccccc34)S2)c(C)c1	0.1	102.0
CC1=C(C(=O)OCc2ccccc2)C(c2ccc[nH]2)C(C#N)=C(S)S1 (configuration not stated)	0.8	110.0
CN1CCC(OC(=O)c2ccco2)CC1	-0.4	100.0
Nc1ccccc1S(=O)(=O)Nc1ccccc1	-0.2	105.0
CCc1ccccc1NC(=O)c1oc(=O)c2ccccc2c1-c1ccccc1	0.1	104.0
Cc1cc(=O)oc2cc(NC(=O)CC(CC(=O)O)c3ccccc3)ccc12 (configuration not stated)	1.1	112.0
Cc1ccc(Sc2c(O)c3ccccc3oc2=O)cc1	-0.7	101.0
CC1CCc2onc(C(=O)N3CCN(c4cccc(C(F)(F)F)c4)CC3)c2C1 (configuration not stated)	-0.3	100.0
CC(C)=CC(=O)Nc1nc2ccc(S(C)(=O)=O)cc2s1	-0.1	100.0
O=S(=O)(Nc1cccc(-c2ccc(N3CCCC3)nn2)c1)c1ccccc1C(F)(F)F	0.1	106.0
COc1cccc(C(=O)OCC(=O)N2CCCc3ccccc32)c1	0.6	111.0
O=C(Nc1cc(Cl)ccc1Cl)C1(c2cccs2)CCOCC1	0.4	109.0
O=C(Cn1cc(S(=O)(=O)N2CCCC2)c(S(=O)(=O)N2CCCC2)c1)Nc1ccccc1	-0.6	105.0
C=CCn1c(SCc2nc(N)nc(N3CCCCC3)n2)nnc1-c1cccnc1	-0.5	97.0
COC(=O)c1cc2oc3ccccc3c2n1CC(=O)Nc1ccc(Cl)cc1F	0.5	108.0
COc1cccc(C2C(C#N)=C(N)Oc3[nH]c(=O)[nH]c(=O)c32)c1 (configuration not stated)	0.2	104.0
Cc1ccc(C)c(C(=O)NC2CCCCC2)c1	0.8	103.0
N#CC(C#N)C1CCS(=O)(=O)C1 (configuration not stated)	-0.3	102.0
COC(=O)c1cccc(CN2C(=O)SC(Nc3ccc(C)cc3)C2=O)c1 (configuration not stated)	-0.3	104.0
O=c1c(=O)n(Cc2ccc(Cl)cc2)ccn1Cc1ccc(F)cc1	-0.6	103.0
O=c1c2c(n3nnnc3n1-c1ccccc1)-c1ccccc1CC21CCCC1	0.8	104.0
CCSc1nc(NC(C)=O)nn1C(C)=O	-0.1	101.0
CC(C)N(Cc1nc(-c2ccc(Cl)cc2)no1)C(=O)c1ccc(C(C)(C)C)cc1	0.5	108.0
Cc1cc(C)c(C#N)c(SCC(O)CS(=O)c2ccc(C(C)(C)C)cc2)n1 (configuration not stated)	-0.3	99.0
COc1ccc(Br)cc1CO	-0.2	101.0

Going on with the list.
structure	Polio RdRp inh FP z-score	Polio RdRp inh
O=C(NCCC1=CCCCC1)NCc1noc2ccccc12	1.6	105.0
CC(C)(C)c1ccc(OCCCn2ccnc2)cc1	0.4	101.0
CCN(c1ccccc1)S(=O)(=O)c1c(-c2ccc(C)cc2)csc1C(=O)OC	-1.1	102.0
Cc1ccc(S(=O)(=O)N2CCN(C(=O)C3CCCN3C(=O)OC(C)(C)C)CC2)c(C)c1 (configuration not stated)	0.1	103.0
C=CCn1c(=N)n(CC(O)c2ccc(C)cc2)c2ccccc21 (configuration not stated)	0	102.0
Cc1cc(C)c2c(=O)[nH]n(C(C)C)c2n1	0.2	105.0
O=C(CCCc1nc2ccccc2c(=O)[nH]1)Nc1ccnn1C1CCCC1	0.3	105.0
CC1=NNC(=O)C1Cc1ccccc1 (configuration not stated)	0.1	105.0
CN(CC(=O)NC1(C#N)CCCC1)Cc1cccc(F)c1	0	102.0
O=C(CSc1ncnc2c1nnn2Cc1ccccc1)OCc1ccccc1	-1.8	97.0
CC1=C(C(=O)Nc2ccccc2)C(CC(C)C)n2nc(SCc3ccccc3C)nc2N1 (configuration not stated)	1.9	119.0
Cc1oc2ncnc(N3CCC(C(N)=O)CC3)c2c1C(=O)O	-0.8	99.0
CCOC(=O)c1cccc(NC(=O)C2CCCCC2)c1	1.1	105.0
O=P(c1ccccc1)(c1ccccc1)C(O)c1ccncc1 (configuration not stated)	0	100.0
CCOc1cc(OCC)cc(C(=O)Nc2cccc(-c3nc4ccccc4[nH]3)c2)c1	-0.1	104.0
COC(=O)C1=C(N)OC2=C(CCCC2=O)C1c1cccnc1 (configuration not stated)	-0.6	94.0
COC(=O)Cn1c(C(=O)OC)ccc1-c1ccco1	0	103.0
CCCS(=O)(=O)N1CC(=O)N(c2ccc(C)c(Cl)c2)C(C)(C(=O)NC2CCCCCC2)C1 (configuration not stated)	1.2	111.0
Cc1cc(C(=O)NCCCn2ccnc2)cs1	-0.4	100.0
O=C(O)CC(CC(=O)Nc1nncs1)c1ccccc1 (configuration not stated)	0.3	106.0
CN(C)S(=O)(=O)N(CC(=O)NCCSc1ccccc1)c1ccccc1	0.1	104.0
